MCL1-BIM inh = MCL1-BIM-BH3 interaction inhibition (human); GST-MCL1 / FITC-Bim-BH3 fluorescence polarization; inhibition, % at 10.9 µM; 320,000 compounds, 0.68% hits; Q07820;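 active = inhibition above the mean inhibition of all tested compounds plus 3 SD, set per campaign, cut at about 40% in these data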;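 also: 0% = DMSO wells and 100% = unlabeled Bim-BH3 peptide control; higher means more loss of mP so more displacement of Bim peptide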
Target sequence (Q07820 whole entry, looked up): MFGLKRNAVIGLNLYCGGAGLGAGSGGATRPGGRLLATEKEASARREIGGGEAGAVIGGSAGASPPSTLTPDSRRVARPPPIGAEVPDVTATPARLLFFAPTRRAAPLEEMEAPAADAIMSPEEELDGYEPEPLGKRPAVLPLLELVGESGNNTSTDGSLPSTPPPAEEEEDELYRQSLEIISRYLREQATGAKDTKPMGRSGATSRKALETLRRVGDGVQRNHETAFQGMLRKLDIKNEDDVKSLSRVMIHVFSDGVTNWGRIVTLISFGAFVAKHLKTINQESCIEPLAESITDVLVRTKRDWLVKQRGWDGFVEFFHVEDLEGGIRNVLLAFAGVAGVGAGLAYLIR
GRK2 aptamer HTS = inhibitors of human GRK2 displacing RNA aptamer | inhibition of aptamer binding, % at 10 µM | P25098 | bead flow cytometry, FAM-aptamer displacement from GRK2 | 330,000 compounds, 0.59% hits;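 active = inhibition of aptamer binding above 40%, roughly 3 SD of noise, on plates passing a quality check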;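 also: median bead fluorescence of bound FAM aptamer so fluorescent compounds give negative values; no value below 0 was filed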
CIT2-GFP yeast = alters CIT2-GFP fluorescence in TOR pathway yeast screen | GFP response vs DMSO, % at 10 µM | 320,000 compounds, 0.065% hits | AID 2029 | S. cerevisiae CIT2-GFP strain, flow cytometry, 3 h; 100 means same as DMSO wells;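 active = GFP response relative to DMSO above a set limit, near the screen mean plus 3 SD, cut at about 150% in these data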;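 also: ratio of well median GFP fluorescence to mean of DMSO wells on the plate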
Fam108B inh = blocks mouse Fam108B hydrolase in RBBP9 counter-screen. 300,000 compounds, 0.33% hits. inhibition, % at 9.51 µM. recombinant Fam108B, FP-Rh probe fluorescence polarization;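 active = inhibition above the screen mean inhibition plus 3 SD, computed separately per campaign, cut at about 18% in these data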;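 also: inhibitors lower polarization as less probe binds the enzyme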
GLD-1 RNA inh = GLD-1-TGE RNA interaction inhibition (C. elegans); Q17339; purified GLD-1 + fluorescein TGE RNA, fluorescence polarization; inhibition, % at 5.96 µM; 320,000 compounds, 0.44% hits; AID 2280;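 active = percent inhibition above a per-plate cutoff, the plate mean of test compounds plus 3 SD, cut at about 30% in these data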;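 also: 0% = DMSO wells with GLD-1 and probe and 100% = wells lacking GLD-1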
Target sequence (Q17339 whole entry, looked up): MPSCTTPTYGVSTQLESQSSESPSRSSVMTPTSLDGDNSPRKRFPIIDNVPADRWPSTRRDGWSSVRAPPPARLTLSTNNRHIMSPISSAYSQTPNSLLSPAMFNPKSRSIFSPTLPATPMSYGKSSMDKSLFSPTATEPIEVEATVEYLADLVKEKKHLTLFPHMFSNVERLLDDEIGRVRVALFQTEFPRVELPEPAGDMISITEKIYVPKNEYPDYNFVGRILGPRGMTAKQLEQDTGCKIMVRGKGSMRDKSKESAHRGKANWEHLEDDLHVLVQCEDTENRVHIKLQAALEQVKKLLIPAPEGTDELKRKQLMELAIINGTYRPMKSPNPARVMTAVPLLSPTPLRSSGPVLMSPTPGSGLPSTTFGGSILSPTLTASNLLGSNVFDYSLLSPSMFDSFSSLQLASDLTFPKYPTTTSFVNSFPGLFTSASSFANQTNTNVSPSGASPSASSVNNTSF
AGP1 TOR yeast = alters AGP1-GFP fluorescence in TOR pathway yeast screen. AID 2066. S. cerevisiae AGP1-GFP multiplex flow cytometry, 3 h; GFP as percent of DMSO wells. GFP response vs DMSO, % at 10 µM. 320,000 compounds, 0.02% hits;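 active = GFP response relative to DMSO above a set limit, near screen average plus 3 SD, cut at about 150% in these data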;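 also: median GFP channel fluorescence of the gated AGP1 strain per well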
MEX-5 binding = C. elegans MEX-5 TCR-2 RNA binding activity; AID 1832; activity score (negative = inhibition of binding), % at 10 µM; MEX-5/FITC-TCR2 RNA binding, fluorescence polarization; active compounds read low; 300,000 compounds, 0.38% hits;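 active = inhibition past about -25% in most replicates, and total fluorescence under double the plate's negative control median, limit read from the data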;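 also: 0% = DMSO and -100% = 5 µM competing unlabeled TCR2 RNA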
Bcl-xL primary = inhibitors of human Bcl-xL | Q07817 | 320,000 compounds, 0.7% hits | GST-Bcl-xL / FITC-Bim BH3 peptide fluorescence polarization | inhibition, % at 10.9 µM;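 active = inhibition above the mean of all tested compounds plus 3 SD, cutoff set per campaign, cut at about 30% in these data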;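 also: 0% = DMSO wells and 100% = unlabeled Bim-BH3 peptide competitor; inhibitors lower millipolarization by displacing the labeled peptide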
Target sequence (Q07817 whole entry, looked up): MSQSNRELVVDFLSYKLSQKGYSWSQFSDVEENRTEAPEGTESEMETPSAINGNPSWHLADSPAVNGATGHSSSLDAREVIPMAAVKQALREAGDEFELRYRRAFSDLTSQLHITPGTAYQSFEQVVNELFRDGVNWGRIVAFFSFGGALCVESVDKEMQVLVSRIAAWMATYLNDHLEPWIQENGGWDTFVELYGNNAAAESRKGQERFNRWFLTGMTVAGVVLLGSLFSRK
VLA-4 inh = inhibition in a human VLA-4 binding assay; inhibition, % (about 7 µM as worked out from the volumes in the protocol); P13612; VLA-4 expressing cells, ligand binding flow cytometry; 330,000 compounds, 0.2% hits; AID 2557; in the data active = inhibition above about 50%
* marks the source's active call; other numbers are inactive results; · = not tested or not shown.

SMILES,MCL1-BIM inh,GRK2 aptamer HTS,CIT2-GFP yeast,Fam108B inh,GLD-1 RNA inh,AGP1 TOR yeast,MEX-5 binding,Bcl-xL primary,VLA-4 inh
Cn1c(SCc2ccccn2)nnc1-c1ccncc1,4.2,0.0,109.5,2.9,5.6,107.7,-0.2,1.1,-5.3
COc1ccc(C(=O)N/C(=C\c2ccc(OC)c(OC)c2)C(=O)N2CCCCC2)cc1,4.3,4.0,101.2,2.3,-0.3,105.7,1.5,0.9,-5.5
COc1ccc(S(=O)(=O)N(C)c2ccc(C(=O)N3CCOCC3)cc2)cc1,8.7,5.0,97.5,2.2,-0.4,97.4,1.4,6.8,7.4
COc1ccccc1OCCSc1nc2ccc([N+](=O)[O-])cc2s1,-6.5,0.0,106.7,-0.4,2.4,104.3,-0.3,-0.7,8.0
CCN1CCN(C(=O)c2cc3c(=O)oc4ccc(C)cc4c3s2)CC1,-2.1,0.0,107.2,0.3,2.0,110.9,-0.4,3.1,-3.4
O=C(Nn1cnc2ccccc2c1=O)c1ccccc1[N+](=O)[O-],1.4,0.0,118.5,-2.9,0.1,101.1,-3.3,1.6,6.5
COc1ccc(CCn2c(-c3cc([N+](=O)[O-])cc([N+](=O)[O-])c3)nc3nc4ccccc4nc32)cc1OC,2.9,2.0,87.6,3.4,3.3,83.2,1.7,5.7,6.1
O=C(NC(=O)c1ccccc1)Nc1ccccc1O,-22.3,0.0,95.5,-3.0,-5.7,89.8,1.1,-9.3,-51.8
O=C(Oc1ccc2ccc(=O)oc2c1)c1ccc([N+](=O)[O-])cc1,9.3,1.0,95.5,2.4,-0.9,91.8,-1.6,11.1,-3.1
O=C1CCc2cc(S(=O)(=O)NCc3ccc(Cl)cc3)cc3c2N1CC3,0.4,2.0,98.2,-3.9,-1.9,100.2,1.0,2.7,9.6
O=S(=O)(O)c1cc(O)c2c(O)c(N=Nc3cc(Cl)ccc3O)c(S(=O)(=O)O)cc2c1,56.1*,99.0*,85.2,23.6*,3.1,97.0,-46.0*,29.2,-20.2
Cc1ccc(NC(=O)CCc2c[nH]c3ccccc23)nc1,1.1,1.0,94.2,2.2,4.0,99.6,0.1,1.5,-1.1
O=C(CCS(=O)(=O)c1ccccc1)Nc1ccc(S(=O)(=O)Nc2ncccn2)cc1,3.9,0.0,103.3,3.0,-10.9,105.8,-0.1,2.9,2.2
Cc1cc(C)c2sc(N(CCCN(C)C)C(=O)COc3ccc(Cl)cc3)nc2c1,2.4,0.0,88.0,-2.3,-0.8,92.1,-1.0,1.4,12.4
COCCCN(CCCN)Cc1ccco1,-4.0,0.0,95.5,-6.9,5.7,98.2,3.9,-2.9,-8.3
Cc1ccc(C(C(=O)NCC2CCCO2)N(C(=O)c2snc(C(N)=O)c2N)c2ccccc2)o1 (stereo unspecified),2.7,1.0,100.9,1.7,8.0,97.3,-0.3,5.8,-7.6
C=CCN(CC(=O)NCc1ccc(OC)cc1)C(=O)c1csnn1,7.2,2.0,105.5,-3.3,-4.7,106.1,2.0,2.2,4.4
CC(C)(C)c1cc(C2=CSC3=NCCN23)cc(C(C)(C)C)c1O,2.9,0.0,98.4,-5.1,1.1,91.7,-0.1,4.8,-1.2
CCOC(=O)C1=C(Cn2cnc3ccccc32)NC(=O)NC1c1ccc(Cl)cc1 (stereo unspecified),-1.5,0.0,107.2,1.1,2.6,105.7,1.0,3.4,4.0
CCOC(=O)C1=C(O)/C(=C\c2ccc(CNS(=O)(=O)c3ccc(Br)cc3)o2)N=C1C,37.1,5.0,100.5,-2.4,11.6,91.8,-1.0,28.5,-2.4

The results go on.
SMILES,MCL1-BIM inh,GRK2 aptamer HTS,CIT2-GFP yeast,Fam108B inh,GLD-1 RNA inh,AGP1 TOR yeast,MEX-5 binding,Bcl-xL primary,VLA-4 inh
CSc1sc(-c2ccnc(SCC(=O)C(C)(C)C)n2)c2c1C(=O)CC(C)(C)C2,0.0,0.0,96.2,-5.8,0.6,102.6,-4.9,1.9,-9.6
COc1ccc(CNC(=S)NCc2ccc(OC)cc2)cc1,10.6,3.0,88.0,4.3,8.5,104.7,-0.2,6.6,-0.5
C=CCNC(=S)NNC(=O)c1cc(-c2cccnc2)nc2ccccc12,·,1.0,93.0,·,·,93.8,0.4,·,-12.6
NC(=O)c1cc(N2C(=O)C=CC2=O)ccc1Cl,16.6,6.0,97.7,-1.2,6.3,99.6,-2.3,10.0,5.8
Oc1ccc(Cl)cc1C1=NNC(c2cccs2)C1 (stereo unspecified),3.8,2.0,103.6,-1.3,-2.1,106.6,-6.0,2.1,-9.8
Cc1cc2c(cc1C)N(CC(=O)N1CCCC1)C(=O)CC(c1ccccc1)=N2,4.4,0.0,89.9,1.6,0.2,96.5,1.6,7.3,6.3
O=C(CN1CCC(O)(c2ccc(F)cc2)CC1)NCc1ccc(F)cc1,0.3,0.0,103.9,0.9,8.8,98.6,0.9,0.1,10.8
CC(C)C(=O)Nc1nnc(SCC(=O)Nc2ccc3c(c2)OCCO3)s1,0.7,2.0,90.3,-4.9,7.3,95.9,·,-1.8,3.2
COC1(OC)C=CC(=O)C=C1NC(=O)c1ccccc1OC(C)=O,-20.9,4.0,63.7,-6.4,-2.9,70.4,1.0,-12.3,12.9
COc1ccc(NC(=O)c2n[nH]c(=O)c3ccccc23)cc1S(=O)(=O)N1CCCCC1,10.5,3.0,105.8,3.5,1.1,100.3,2.2,1.1,-0.8
Cc1c(NC(=O)C2CCCNC2=O)c(=O)n(-c2ccccc2)n1C (stereo unspecified),-1.1,4.0,85.4,-0.2,-5.0,92.0,-2.0,3.0,-1.1
O=c1[nH]cccc1-c1nc2ccccc2n1Cc1ccc(Cl)cc1,-2.8,5.0,106.7,0.8,45.0*,107.4,1.9,0.7,3.6
Cc1cc(C)n(CCc2nc3c4ccccc4n(CC#N)c(=O)n3n2)n1,-3.5,1.0,106.6,-2.2,1.6,107.4,-0.2,0.0,-6.3
CC(C)c1cc(C(F)(F)F)n2nc(C(=O)Nc3ccc(-n4cnnn4)cc3)cc2n1,9.7,3.0,104.0,0.1,-4.7,101.9,-1.4,3.6,1.9
CC1=CN2C(=N)/C(=C/c3cn(CCCOc4ccccc4C)c4ccccc34)C(=O)N=C2S1,10.2,0.0,97.2,4.8,19.0,97.5,-2.3,12.0,-14.7
Cc1cccc(C2C3=C(CCCC3=O)N=C3c4ccccc4C(=O)C32)c1 (stereo unspecified),3.5,·,103.4,7.4,1.1,101.4,0.4,6.9,-5.1
CC1CCc2sc(C(=O)N/N=C/c3ccc([N+](=O)[O-])cc3)cc2C1 (stereo unspecified),10.9,0.0,80.2,-14.1,3.0,92.7,-2.6,1.7,11.9
Cc1ccc(C(=O)O)cc1NC(=S)NC(=O)c1ccc(-c2ccc(Cl)cc2)o1,-2.5,0.0,95.9,-12.5,-4.2,99.4,1.4,1.4,-3.6
CC(C)c1ccc(NC2CCCN(C(=O)CCN3CCCC3=O)C2)cc1 (stereo unspecified),2.7,0.0,96.7,-0.6,3.2,99.1,-2.0,1.1,18.7
COCC1CCCCN1C(=O)c1ccc2oc(CCCc3ccccc3)nc2c1 (stereo unspecified),-1.8,0.0,94.8,-3.9,7.8,98.8,0.8,2.5,24.6

New compounds follow
SMILES,MCL1-BIM inh,GRK2 aptamer HTS,CIT2-GFP yeast,Fam108B inh,GLD-1 RNA inh,AGP1 TOR yeast,MEX-5 binding,Bcl-xL primary,VLA-4 inh
COc1ccc(CCC(=O)Nc2ccc(OC)c(S(=O)(=O)N3CCCCC3)c2)cc1OC,-6.5,0.0,97.0,·,1.6,100.2,·,-5.2,-1.2
COc1cc(NS(=O)(=O)c2ccc(Cl)cc2)c(C(=O)O)cc1OC,10.0,1.0,108.0,1.2,3.2,102.1,0.6,4.6,-1.4
CCc1n[nH]c(=S)n1/N=C/c1c[nH]c2ccc(Br)cc12,6.3,1.0,105.7,-0.1,4.4,102.9,-2.2,-16.8,-5.5
O=C1C2CC=C(Cl)CC2C(=O)N1CN(Cc1ccco1)CN1C(=O)C2CC=C(Cl)CC2C1=O (stereo unspecified),51.4*,4.0,101.7,-2.1,44.3*,103.9,-11.4,45.2*,1.7
Cc1ccc(S(=O)(=O)C2(C(=O)NC3CCCCC3C)CC2)cc1 (stereo unspecified),2.5,0.0,104.6,2.6,-2.9,100.4,4.6,6.8,4.4
CCOC(=O)c1ccc(NC(=O)COc2cc(=O)n(CC)c3ccccc23)cc1,-0.1,4.0,103.3,0.8,4.2,102.0,-0.8,1.9,-0.1
CC(C)CC(NC(=O)OC(C)(C)C)C(=O)NC(C(=O)N1CCCC1C(N)=O)C(C)C (stereo unspecified),0.7,4.0,101.9,-1.6,-6.7,95.9,1.1,4.5,0.6
N#Cc1c(-c2ccco2)cc(-c2ccccc2)[nH]c1=O,33.2,2.0,87.1,3.1,21.2,95.1,-7.1,34.3*,3.3
Cc1cc(SCc2cc(=O)[nH]c3ccccc23)nc2ccccc12,6.5,1.0,94.8,-4.1,9.1,94.4,-1.0,4.5,2.7
CNC(=O)[C@@H]1C[C@H]1[C@@H](NC(=O)CNC(=O)OCc1ccccc1)c1ccccc1,-3.6,4.0,97.3,-1.6,3.7,98.4,2.6,1.9,-3.4
CCn1c(CNC(=O)COc2ccc(C(C)C)cc2)nnc1SCC(=O)Nc1cc(F)ccc1C,-23.2,0.0,104.2,-5.9,1.3,105.5,1.1,-16.8,-208.3
O=Cc1ccc(-n2cc(C=O)c3ccccc32)cc1,5.8,0.0,97.0,0.5,13.1,96.3,-1.5,4.2,10.1
N=C1C(c2nc3ccccc3s2)=C(O)CN1NC(=O)c1c[nH]c2ccccc12,-1.4,0.0,91.1,-11.0,-5.0,84.6,-5.3,-2.9,0.9
CC(=O)Nc1cccc(Oc2nc(-c3ccccn3)nc3ccccc23)c1,-3.8,0.0,108.2,-2.2,31.2*,114.1,-34.7*,1.0,18.2
COc1ccc(-c2c(C#N)c(N)nc3c2CCCC3)cc1OC,-5.0,4.0,115.5,0.5,5.5,112.4,0.1,-1.0,-2.2
O=C(C1CCCN(S(=O)(=O)c2cnc[nH]2)C1)N(CCc1ccccc1)Cc1ccccc1 (stereo unspecified),1.7,0.0,106.3,-3.3,2.2,108.0,2.6,4.5,-4.0
COc1ccc(O)c(/C=N/c2nc3ccccc3n2C)c1,7.5,2.0,103.9,-4.0,7.2,102.9,-0.7,6.4,1.3
Cc1cc(Cn2ccnc2)c(C)cc1Cn1ccnc1,0.4,0.0,99.5,2.3,2.6,102.5,8.5,-0.5,8.3
O=C(CCCC(=O)OCC(F)(F)C(F)F)Nc1nccs1,7.0,3.0,98.4,-1.8,-5.4,99.8,-0.3,-0.4,21.8
CCOc1ccc(NC(=O)C(c2ccccn2)N(C(=O)CCl)c2ccc(F)cc2)cc1 (stereo unspecified),-4.7,8.0,102.6,1.1,10.2,89.9,0.8,5.1,2.1
CCCN(CC(=O)Nc1c(C)cccc1CC)C(=O)SCC,-1.5,2.0,92.1,-0.2,0.4,94.2,-0.5,-1.3,-12.8

Two neighbouring records from above, quoted:
SMILES,MCL1-BIM inh,GRK2 aptamer HTS,CIT2-GFP yeast,Fam108B inh,GLD-1 RNA inh,AGP1 TOR yeast,MEX-5 binding,Bcl-xL primary,VLA-4 inh
COc1ccc(CCC(=O)Nc2ccc(OC)c(S(=O)(=O)N3CCCCC3)c2)cc1OC,-6.5,0.0,97.0,·,1.6,100.2,·,-5.2,-1.2
COc1cc(NS(=O)(=O)c2ccc(Cl)cc2)c(C(=O)O)cc1OC,10.0,1.0,108.0,1.2,3.2,102.1,0.6,4.6,-1.4
